# GPR7 antag = GPR7 receptor antagonists, primary screen, cell-based, fluorescence, single concentration | Neuropeptides B/W receptor type 1 (Homo sapiens), P48145 | GPR7-expressing cells, fluorescence antagonist assay | inhibition, % at 4.4 µM | actives 1.1% (n = 290,000) | AID 1861, 2009; in the data active means inhibition above about 16%, passing the limit was not always enough;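 further: cells stimulated with the agonist NPW; 0% = agonist with vehicle and 100% = vehicle without agonist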
# Target sequence (P48145 whole entry, looked up): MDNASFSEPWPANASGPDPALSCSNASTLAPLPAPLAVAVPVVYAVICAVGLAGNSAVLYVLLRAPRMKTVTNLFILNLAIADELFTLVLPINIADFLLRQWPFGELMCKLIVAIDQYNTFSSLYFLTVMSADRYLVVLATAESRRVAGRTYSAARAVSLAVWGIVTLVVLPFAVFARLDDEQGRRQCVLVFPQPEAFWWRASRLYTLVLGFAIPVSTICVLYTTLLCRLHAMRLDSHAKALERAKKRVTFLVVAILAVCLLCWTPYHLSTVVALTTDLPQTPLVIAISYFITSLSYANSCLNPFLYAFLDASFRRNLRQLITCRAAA
# MEKK2mut PB1 HTS = MEK5 binding signal on mutant MEKK2 PB1, primary screen, biochemical, multiplex bead flow cytometry, Alexa488-MEK5. Alexa488-MEK5 binding to MEKK2 mutant. percent response, % at 10 µM. actives 0.35% (n = 290,000). AID 1530, 2009; in the data active means percent response above about 24%, passing the limit was not always enough; further: inactives centre near 1; some results filed as inactive read as strong as hits
# OXTR potentiate = human OXTR potentiators, primary screen, fluorescence, CHO-OTR cells, Fluo-8 calcium; activation, % at 3 µM; actives 0.061% (n = 320,000); Fluo-8 calcium fluorescence, potentiator mode; 0% = oxytocin EC15, 100% = EC100; Oxytocin receptor (Homo sapiens), P30559; AID 2445, 2010;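 active means activation above that plate's cutoff, the mean activation of tested compounds plus 3 SD, cut at about 6.6% in these data, passing the limit was not always enough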;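 further: 100% uses oxytocin at 75 nM as the full agonist control; some results filed as inactive read as strong as hits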
# Target sequence (P30559 whole entry, looked up): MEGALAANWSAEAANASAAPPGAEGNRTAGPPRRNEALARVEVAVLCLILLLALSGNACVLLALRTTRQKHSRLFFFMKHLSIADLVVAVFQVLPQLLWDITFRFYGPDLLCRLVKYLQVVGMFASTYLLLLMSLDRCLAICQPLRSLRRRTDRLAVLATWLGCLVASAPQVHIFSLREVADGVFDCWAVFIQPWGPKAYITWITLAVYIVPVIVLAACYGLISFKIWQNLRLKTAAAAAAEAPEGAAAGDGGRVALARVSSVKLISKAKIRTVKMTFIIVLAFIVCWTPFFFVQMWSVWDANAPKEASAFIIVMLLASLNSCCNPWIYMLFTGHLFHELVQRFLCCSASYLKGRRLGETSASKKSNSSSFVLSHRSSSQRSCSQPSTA
#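 assay system = CHO-OTR cells, human receptor | schedule = compound 6 min at room temperature before oxytocin, 100 s read | detection = Fluo-8 intracellular calcium fluorescence, ex 470-495, em 515-575 nm | evaluation = normalized max/min fluorescence ratio, % activation | control set = EC15 oxytocin alone as 0%, 75 nM oxytocin (EC100) as 100%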
# PfM18AAP inh = PfM18AAP inhibitors, malaria aminopeptidase, primary screen, biochemical, QFRET, recombinant enzyme; M18 aspartyl aminopeptidase (Plasmodium falciparum 3D7); H-Glu-NHMec fluorogenic cleavage; inhibition, % at 7.35 µM; actives 1.2% (n = 290,000);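 active means inhibition above the campaign mean inhibition over all tested compounds plus 3 SD, cut at about 28% in these data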;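 further: 0% = plate median of test compound wells and 100% = 2 mM ZnCl2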
# MEKK2wt PB1 HTS = modulators of MEK5 binding to wildtype MEKK2, primary screen, biochemical, multiplex bead flow cytometry, Alexa488-MEK5; Alexa488-MEK5 binding to MEKK2 WT; actives lie on both sides; actives 1.1% (n = 290,000); binding response (% of control), % at 10 µM; in the data active means binding response below about 67% or above about 130%
# V1R ag counter = agonists of human V1a receptor, primary screen, counter-screen for OXTR agonist project, fluorescence, CHO-V1R cells | Vasopressin V1a receptor (Homo sapiens), P37288 | Fluo-8 calcium fluorescence, agonist mode; 0% DMSO, 100% 3 nM vasopressin | activation, % at 3 µM | actives 0.25% (n = 320,000);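 active means activation above the mean activation of all tested compounds plus 3 SD, per screening run, cut at about 20% in these data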;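 further: signal is peak over basal fluorescence ratio across a 100 second FLIPR read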
# GalR3 antag = GalR3 antagonists in HEK293 cells, primary screen, cell-based, fluorescence readout | HEK293 GalR3-CNG cAMP membrane potential fluorescence; galR3 body fused to GalR1 C-terminus | inhibition, % at 3 µM | actives 0.44% (n = 360,000) | AID 651719, 2012;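 active means inhibition above the screen-wide average plus 3 SD, cut at about 13% in these data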;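 further: forskolin and galanin both at EC90 stimulate the cells; cAMP rise reported by CNG channel membrane potential dye signal; 0% = forskolin plus galanin with DMSO and 100% = forskolin alone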
# Target sequence (O60755 1-299 limits assumed): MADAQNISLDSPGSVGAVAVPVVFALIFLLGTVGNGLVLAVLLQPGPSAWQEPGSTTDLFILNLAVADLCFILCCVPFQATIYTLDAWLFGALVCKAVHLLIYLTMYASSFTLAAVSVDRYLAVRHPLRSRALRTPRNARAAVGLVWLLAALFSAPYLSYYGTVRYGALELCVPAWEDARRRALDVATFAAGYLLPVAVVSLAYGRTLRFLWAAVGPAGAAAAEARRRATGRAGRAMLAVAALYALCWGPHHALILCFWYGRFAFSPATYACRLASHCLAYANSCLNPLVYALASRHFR
# OXTR agonist = human OXTR agonists, primary screen, fluorescence, CHO-OTR cells, Fluo-8 calcium; actives 0.32% (n = 320,000); activation, % at 3 µM; Oxytocin receptor (Homo sapiens), P30559; Fluo-8 calcium fluorescence; normalized: DMSO 0%, oxytocin 100%;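 active means activation above the mean of all tested compounds plus 3 SD, cutoff set per screening run, cut at about 20% in these data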;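 further: peak over basal fluorescence ratio from a 100 s FLIPR kinetic read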
# NALP1 inh = NALP1 inflammasome inhibitors in reconstituted yeast, colorimetric, S. cerevisiae, triplicate retest; S. cerevisiae NALP1/ASC/caspase-1 growth, X-gal OD620, 72 h; inhibition, % at 10 µM; actives 0.61% (n = 280,000); in the data active means inhibition mostly above about 24%, no sharp cut-off; inactive means mostly below about 32%; further: some compounds called inactive have numbers as strong as hits
# * = called active by the depositor; nt = no result given.
# Start of the data: the first 2 entries as a preview:
Molecule	GPR7 antag	MEKK2mut PB1 HTS	OXTR potentiate	PfM18AAP inh	MEKK2wt PB1 HTS	V1R ag counter	GalR3 antag	OXTR agonist	NALP1 inh
COC(=O)c1ccc(Cn2nc(C)c(Cl)c2C)o1	12	0	-11	-12	104	0.9	-5	3.2	-5
CSCCC(NC(N)=O)C(=O)Nc1ccc(F)c(Cl)c1 (configuration not stated)	-18	-3	-6	1	89	0.1	-7	-0.5	nt

# The listing (from the top)
Molecule	GPR7 antag	MEKK2mut PB1 HTS	OXTR potentiate	PfM18AAP inh	MEKK2wt PB1 HTS	V1R ag counter	GalR3 antag	OXTR agonist	NALP1 inh
COC(=O)c1ccc(Cn2nc(C)c(Cl)c2C)o1	12	0	-11	-12	104	0.9	-5	3.2	-5
CSCCC(NC(N)=O)C(=O)Nc1ccc(F)c(Cl)c1 (configuration not stated)	-18	-3	-6	1	89	0.1	-7	-0.5	nt
CCOCCCNC(=O)CCS(=O)(=O)Cc1ccc(C)cc1	-3	2	0	0	96	-0.5	-2	-1.1	20
CCCN(C(=O)C(NC(=O)c1ccccc1)C(C)C)c1c(N)n(Cc2ccccc2)c(=O)[nH]c1=O (configuration not stated)	nt	nt	-4	nt	nt	0.1	-4	1.3	nt
O=C(NCc1ccco1)C1CC(=O)N(c2ccc(F)cc2)C1 (configuration not stated)	-5	1	-8	3	101	0.6	-3	-0.4	19
COc1ccc(NC(=S)Nc2ccc(OCc3ccccc3)cc2)cc1OC	0	-3	-6	8	95	1.9	-6	4.7	19
Cc1ccc(-c2nn3c(C)nnc3s2)cc1NC(=O)c1ccc(-c2cccc(Cl)c2)o1	3	-6	nt	14	84	nt	-3	nt	13
O=C(CSc1nc(=O)n2ccccc2n1)N1CCC(Cc2ccccc2)CC1	nt	nt	-5	nt	nt	1.7	-4	0.5	nt
CCNc1nc(C23CC4CC(CC(C4)C2)C3)cs1	-12	-4	-21	-3	105	-1.0	-9	-1.3	-3
CCCNS(=O)(=O)c1ccc(OCC(=O)NCc2ccco2)cc1	-7	-1	3	4	103	0.1	-4	-0.9	1
COc1cccc(C2C(C(=O)Nc3ccccc3)=C(C)N=c3s/c(=C/c4ccc(OCC(=O)O)cc4)c(=O)n32)c1 (configuration not stated)	11	-1	-5	7	93	1.6	-2	-1.2	1
O=C(CN1CCOCC1)NCc1ccccc1Cl	-7	1	-20	-1	102	0.7	-10	-0.2	17
COc1ccc(-c2cnc(NCc3cc4c(cc3[N+](=O)[O-])OCO4)n2C)cc1	-5	-1	-8	13	102	6.4	-10	9.0	12
Cn1nnnc1SCCNC(=O)C1CCC(=O)N(Cc2ccc(Cl)cc2)C1 (configuration not stated)	8	1	-1	-14	102	0.4	-1	0.0	12
C[C@@H](C(=O)Nc1ccc2ccccc2c1)[C@H]1C[C@]1(C)[C@H](NC(=O)c1cnccn1)c1ccccc1	0	2	-16	4	93	2.3	-4	-0.4	19
CCOC(=O)N1CCN(CC(=O)N2c3ccccc3CCc3ccccc32)CC1	-6	-4	-4	11	100	5.3	2	0.8	15
COc1cc(NC(=O)c2ccc(S(=O)(=O)N(C)c3ccccc3)cc2)cc(OC)c1	nt	nt	-8	nt	nt	1.2	-2	0.2	nt
O=S(=O)(N/N=C1/CC(c2ccccc2)Oc2ccccc21)c1ccc(Br)cc1 (configuration not stated)	-6	-5	-8	8	78	-0.1	-2	-1.6	4
CCc1nnc(NS(=O)(=O)c2ccc(NC(=O)c3cccc4ccccc34)cc2)s1	3	-9	1	-3	89	-0.2	-3	-1.0	-11
O=C(Nc1ccc(F)cc1Cl)C1CCN(C(=O)Nc2ccccc2)CC1	-10	4	2	-10	104	0.5	-2	0.0	20
C=C(C)CSc1cc(C)c(C#N)c2nc3ccccc3n12	-7	-1	2	-20	96	0.3	6	-1.0	5
O=C(NCc1ccccn1)Nc1ccccc1F	6	-7	-5	-11	95	-0.5	2	1.0	30
O=C(c1ccco1)N1CCN(C2=NS(=O)(=O)c3ccccc32)CC1	-8	3	0	4	102	1.4	-1	0.1	-8
O=C(CC1SC(=NC2CCCCC2)NC1=O)Nc1ccccc1 (configuration not stated)	-6	-4	-8	3	87	-0.2	-1	-0.5	18
COC(=O)c1ccccc1NC(=O)C1CC(=O)N(c2ccc(C)c(C)c2)C1 (configuration not stated)	-12	6	-12	-5	127	0.1	-1	-1.8	0
CCn1c(C)nnc1SCC(=O)Nc1ccccc1OC	-6	1	-7	-3	104	1.9	-2	-1.5	16
O=C(Nc1c[nH]c2c(Cl)cccc2c1=O)N1CCN(c2ccccn2)CC1	16	0	nt	1	108	nt	-2	nt	18
Cc1ccc(N(C(=O)c2csnn2)C(C(=O)NC2CCCCC2)c2ccccn2)c(C)c1 (configuration not stated)	4	7	0	1	106	1.9	-11	1.3	21
Cc1ccc(NC(=O)CNNC(=O)c2cccc([N+](=O)[O-])c2)cc1[N+](=O)[O-]	nt	nt	-3	nt	nt	0.3	-4	1.9	nt
COc1ccc(NS(=O)(=O)c2cccc(C(=O)NCC3CCCO3)c2)cc1 (configuration not stated)	nt	nt	1	nt	nt	1.5	1	0.2	nt
CN(C)S(=O)(=O)c1ccc(Cl)c(NC(=O)CN2C(=O)NC(C)(C3CC3)C2=O)c1 (configuration not stated)	-8	2	1	-1	103	0.0	-2	0.6	nt
CCc1oc(C(=O)O)cc1CN(CC)CC	6	-1	0	-6	99	0.4	-6	2.6	nt
Cc1ccccc1NC(=O)CCNS(=O)(=O)c1cccc2nsnc12	-14	8	-4	11	104	1.4	-6	1.2	7
CCCN1C(=O)c2ccccc2NC1c1ccc(Cl)cc1 (configuration not stated)	1	5	-13	-1	102	-0.3	-7	-2.1	0
COc1cc(OC)c(OC)cc1CNCc1ccco1	15	4	0	-6	110	0.7	-2	0.9	7
CC1CCCC(N2C(=O)NC(NC(=O)c3ccco3)(C(F)(F)F)C2=O)C1C (configuration not stated)	10	1	-20	8	98	0.1	2	0.5	-9
CC(=O)Nc1ccc(S(=O)(=O)N(C)c2ccc(OCC(=O)OCC(=O)N3CCCCC3)cc2)cc1	-9	-1	-5	-5	100	0.6	-5	0.2	3
CC(=O)Nc1nc(C(F)(F)F)cs1	6	-1	0	5	93	0.5	0	-0.1	17
O=c1[nH]c(/C=C2\C=Nc3ccccc32)c(O)n1Cc1ccccc1F	8	16	-12	-6	127	1.5	-6	5.0	15
O=C(NCc1ccccc1)C1CCN(C(=O)Cc2ccccc2)CC1	9	3	-1	-7	98	-0.6	1	0.1	15
COc1ccc(C2C3=C(CC(C)(C)CC3=O)Oc3ncn4nc(-c5cccnc5)nc4c32)cc1 (configuration not stated)	nt	nt	2	nt	nt	0.2	7	1.3	nt
CCOc1cc(NC(=S)NCCCN(C)C)c(OCC)cc1NC(=O)C1CC1	0	-8	-5	6	95	0.2	-4	0.1	4
O=C(c1ccc(Cl)s1)N1CCN(S(=O)(=O)c2ccc(Cl)cc2)CC1	nt	nt	-10	nt	nt	3.8	0	0.9	nt
C/C(=N\NC(=O)C1(C)CC1(Br)Br)c1ccc(NC(=O)c2ccc(C)o2)cc1 (configuration not stated)	-4	0	-13	-10	98	1.8	-9	3.4	28
CCc1nnc(NC(=O)c2ccc(-c3ccccc3F)o2)s1	-5	0	-14	4	112	0.0	-2	-0.8	2
CCOC(=O)N1CCC(NC(=O)c2ccc3c(c2)sc2nc(-c4ccccc4)cn23)CC1	5	0	-4	40*	97	3.7	-7	1.2	5
COc1cccc(CN(C(=O)c2ccc([N+](=O)[O-])cc2)C2CCS(=O)(=O)C2)c1 (configuration not stated)	-11	2	-5	-3	104	0.0	-1	1.2	-11
COc1cccc(-c2nc3ccccc3s2)c1	-7	-8	-13	-6	90	-1.3	0	-2.6	-8
CC(CCc1ccccc1)NC(=O)C1CCCN(C(=O)c2cc3sccc3n2C)C1 (configuration not stated)	0	3	-8	7	104	3.9	-7	3.5	-4
COc1cc(C(=S)N2CCOCC2)ccc1OC(=O)c1cccc(C)c1	-12	-2	-15	15	101	2.8	-3	2.0	0
C[n+]1ccccc1/C=C/c1ccc(F)c(F)c1	-20	6	6	5	104	0.3	-12	0.2	1
Cc1ccccc1OCCN1C(=O)NC2(CCc3ccccc32)C1=O (configuration not stated)	-5	2	2	0	101	0.3	-2	-1.8	nt
CN1/C(=C\C=Nc2cc(S(=O)(=O)N3CCOCC3)ccc2N2CCOCC2)C(C)(C)c2ccccc21	-7	0	-11	-4	111	0.4	-7	0.2	28
CCc1cc(CNC(=O)c2ccc(OC)c(OC3CCN(C(C)C)CC3)c2)on1	-16	-1	-8	4	98	0.0	-2	0.4	1
CN1C(=O)Cc2cc(S(=O)(=O)N3CCOCC3)ccc21	-1	5	-5	-10	109	-0.2	2	0.3	19
O=C(c1ccco1)N1CCN(C(=O)C2CC2)CC1	-13	-3	10	-10	95	0.8	-5	0.9	13
Nc1cccc(NC(=O)CCC(=O)NCc2ccco2)c1	-14	4	3	2	104	0.3	-11	1.1	10
CCOC(=O)C1=C(C)N(CCCC(=O)O)C(=O)NC1c1ccc(Cl)cc1Cl (configuration not stated)	-10	-6	-1	0	95	0.3	-3	-1.5	6
CC(C)(C)OC(=O)C[C@H]1C/C=C\C[C@H](CC(=O)N(CCO)Cc2ccccc2)C(=O)N[C@H](C(C)(C)C)COC1=O	nt	nt	-3	nt	nt	-1.0	-1	-1.2	nt
O=C(CSc1nnc(CNc2ccc(F)cc2)n1Cc1ccccc1)NCc1ccccc1	-4	2	-18	0	104	2.9	-4	1.9	-50

# Carrying on.
Molecule	GPR7 antag	MEKK2mut PB1 HTS	OXTR potentiate	PfM18AAP inh	MEKK2wt PB1 HTS	V1R ag counter	GalR3 antag	OXTR agonist	NALP1 inh
CCCO/N=C1/C(=O)N(c2ccccc2)c2ccccc21	-2	0	0	-3	96	-1.6	-7	-2.6	-9
O=C(CCN1C(=O)/C(=C\c2ccccc2)SC1=S)NNC(=O)c1cccnc1	8	15	-13	7	112	8.1	-4	6.3	18
O=C(NNS(=O)(=O)c1ccc2ccccc2c1)C1CCN(Cc2ccccc2)CC1	-5	nt	-12	9	nt	2.5	2	4.1	9
Cc1cc(=O)cc(C)n1-c1ccccc1N	0	19	-6	-2	111	0.5	-7	0.1	0
CC(=O)Oc1ccccc1C1OCCN1C(C)=O (configuration not stated)	-3	3	-7	-5	107	0.5	-1	0.3	23
CC(C)Oc1cccc(C(=O)NC(=S)Nc2cccc(C(F)(F)F)c2)c1	-3	13	-17	-6	109	1.6	-1	-0.5	20
N#CC1(NC(=O)COc2ccc3ccc(=O)oc3c2)CCCCC1	nt	nt	-7	nt	nt	0.8	-4	0.5	nt
